# FUS suppressor = qHTS for Suppressors of FUS Proteinopathy: Primary screen using FUS-linked yeast assay; S. cerevisiae FUS-expressing, growth rescue, OD600, 24 h; Potency, µM (doses to about 76.6 µM), inactives show at the top dose growth rescue (activation), usual class: activators; AID 1347120, 2019; hit rate 0.24% among 390,000;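 note: potency is the fitted concentration of half-maximal effect; plate controls were DMSO vehicle for no effect and reference control for full effect; nearly all actives have a fitted effect of over 55% in size; some results filed as inactive show a strong effect at the top dose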
#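 S. cerevisiae expressing FUS from galactose induction served as the toxicity model. Growth after 24hr at 30C, read as absorbance at 600 nm, indicates suppression of toxicity; compounds dosed at several concentrations.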
# EPAC1 agonist = qHTS for Agonist of cAMP-regulated guanine nucleotide exchange factor 3 (EPAC1): primary screen; Rap guanine nucleotide exchange factor 3 (Homo sapiens), O95398; EPAC1 agonist qHTS, biochemical assay; response scale: 100% = response to 6.5 mM cAMP; Potency, µM (series often up to 154 µM), for inactives: at the highest dose activation, hits mostly activators; hit rate 0.073% among 360,000; AID 720707, 2013; note: potency is the fitted concentration of half-maximal effect; nearly all actives have a fitted effect of over 60% in size
#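 Normalized to 6.5 mM cAMP, activity reflects EPAC1-catalysed release of BODIPY-GDP from Rap1B, followed kinetically over 30 min at 480 nm excitation, 540 nm emission. Reaction contained 100 nM EPAC1, 250 nM Rap1B-BODIPY-GDP, 50 uM GDP.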
# IL-2 act = qHTS of IL-2 Activators; IL-2 activation reporter assay, cell-based qHTS; stimulated with anti-CD3/CD4/CD28 beads; in transgenic mouse T cells; activation, % (series mostly up to about 46 µM); hit rate 0.065% among 360,000; AID 652025, 2013; in the data active = activation above about 50%; inconclusive = mostly about 30% to 49%; note: 0% is about no effect
#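 Unstimulated transgenic mouse T cells, 750 per well, received compound and, after 60 minutes, anti-CD3/anti-CD4 bead plus anti-CD28 stimulation. EGFP and DsRed were quantified after 18 hours.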
# PLK1 PBD block = qHTS for Inhibitors of PLK1-PDB (polo-like kinase 1 - polo-box domain): Primary Screen; Serine/threonine-protein kinase PLK1 (Homo sapiens), P53350; Plk1 PBD binding of FITC phosphopeptide, fluorescence polarization; Potency, µM, inactives show max response, negative = inhibition, usual class: inhibitors; hit rate 2.8% among 360,000; AID 720504, 2013; note: potency is the fitted concentration of half-maximal effect; series mostly up to about 57 µM; % is set by controls: 0 for no effect and ±100 for the full control effect; nearly all actives have a fitted effect of over 65% in size
# Target sequence (P53350 whole entry, looked up, the tested form may be a part): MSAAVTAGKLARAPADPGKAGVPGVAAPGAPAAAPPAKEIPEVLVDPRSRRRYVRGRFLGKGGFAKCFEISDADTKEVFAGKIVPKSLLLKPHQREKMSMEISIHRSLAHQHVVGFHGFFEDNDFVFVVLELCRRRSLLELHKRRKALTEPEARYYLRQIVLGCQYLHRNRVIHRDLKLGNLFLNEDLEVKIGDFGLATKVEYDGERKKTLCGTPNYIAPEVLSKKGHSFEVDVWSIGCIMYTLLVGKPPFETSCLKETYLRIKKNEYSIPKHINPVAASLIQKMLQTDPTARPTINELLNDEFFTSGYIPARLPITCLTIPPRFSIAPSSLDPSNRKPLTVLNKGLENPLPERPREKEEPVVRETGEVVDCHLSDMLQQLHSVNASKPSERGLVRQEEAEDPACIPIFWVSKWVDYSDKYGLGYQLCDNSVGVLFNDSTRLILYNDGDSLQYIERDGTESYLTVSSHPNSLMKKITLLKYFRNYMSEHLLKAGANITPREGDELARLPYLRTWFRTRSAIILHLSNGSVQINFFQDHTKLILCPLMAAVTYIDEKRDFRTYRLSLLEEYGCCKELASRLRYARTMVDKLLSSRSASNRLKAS
# EPAC1 antag = qHTS for Antagonist of cAMP-regulated guanine nucleotide exchange factor 3 (EPAC1): primary screen; Rap guanine nucleotide exchange factor 3 (Homo sapiens), O95398; EPAC1 GEF assay, Rap1b-BODIPY-GDP exchange fluorescence; Potency, µM (series often up to 115 µM), for inactives: at the highest dose activity change, negative = inhibition, most hits filed as inhibitors; hit rate 0.14% among 360,000; AID 720709, 2013;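 note: potency is the fitted concentration of half-maximal effect; plate controls were vehicle for no effect and positive control for full effect; nearly all actives have a fitted effect of over 50% in size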
# Abeta rescue = qHTS for compounds that reverse cellular toxicity of Amyloid beta (A-beta) peptide in yeast: Primary Screen | hit rate 0.063% among 410,000 | yeast expressing A-beta42, growth rescue, OD600, 48 h; response scale: 0% DMSO, 100% iron-clioquinol control | Potency, µM (top dose mostly 46.1 µM), inactives show at the highest dose growth rescue, usual class: activators; note: potency is the fitted concentration of half-maximal effect; nearly all actives have a fitted effect of over 55% in size
#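 Yeast A-beta toxicity model in growth medium with pinned compounds, 48 h at 30 C; growth read as absorbance at 600 nm. Normalized to FeCl3/clioquinol equimolar mix (positive) and DMSO (negative).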
# PI5P4K alpha inh = qHTS for Inhibitors of phosphatidylinositol 5-phosphate 4-kinase (PI5P4K). Phosphatidylinositol 5-phosphate 4-kinase type-2 alpha (Homo sapiens), P48426. PI5P4Kalpha enzyme, ADP-Glo luminescence, 60 min; active compounds read low. max response, %. hit rate 1.2% among 330,000. AID 652105, 2013; active = max response of -50% or lower; inconclusive = between -30% and -50%; inactive = -30% or higher; note: value at the top dose of about 77 µM; % is set by controls: 0 for no effect and ±100 for the full control effect
# Target sequence (P48426 whole entry, looked up): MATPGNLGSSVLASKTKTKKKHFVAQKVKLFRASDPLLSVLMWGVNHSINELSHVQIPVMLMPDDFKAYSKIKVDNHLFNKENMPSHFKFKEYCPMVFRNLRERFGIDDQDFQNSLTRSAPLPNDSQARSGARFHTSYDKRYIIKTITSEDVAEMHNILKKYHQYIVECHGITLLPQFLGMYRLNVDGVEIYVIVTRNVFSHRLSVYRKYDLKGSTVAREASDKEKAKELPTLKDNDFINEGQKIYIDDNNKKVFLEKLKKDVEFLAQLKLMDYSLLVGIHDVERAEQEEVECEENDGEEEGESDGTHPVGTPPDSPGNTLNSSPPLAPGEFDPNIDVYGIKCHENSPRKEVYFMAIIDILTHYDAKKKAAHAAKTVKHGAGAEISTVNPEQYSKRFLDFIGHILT
#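 Controls without substrate or without enzyme flank wells where PI5P4Kalpha converts substrate using 5 microM ATP (final). Incubation lasts 60 minutes at room temperature; ADP formed is read by ADP-Glo luminescence.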
# WRN inhibitor = qHTS for Inhibitors of WRN Helicase. Bifunctional 3'-5' exonuclease/ATP-dependent helicase WRN (Homo sapiens), Q14191. WRN helicase unwinding, fluorescent forked duplex, kinetic. Potency, µM (highest dose often 114 µM), for inactives: at the top dose activity change, negative = inhibition, most hits filed as inhibitors. hit rate 0.46% among 360,000. AID 651768, 2012; note: potency is the fitted concentration of half-maximal effect; % is set by controls: 0 for no effect and ±100 for the full control effect; nearly all actives have a fitted effect of over 55% in size
#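 Primary qHTS, 1536-well format. 20 nM WRN + compound, 15 min RT; start with 100 nM forked fluorophore/quencher duplex, 2 mM ATP (final); kinetic read ex 525/em 598 nm.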
# Numbers without * were called inactive; u = inconclusive; x = not tested or not shown; & = joins results of further samples; [ ] = remark or other dose. Unless noted, calls come from the whole dose curve; as a rule, active = well fitted curve in the direction sought with a large enough effect; inconclusive = small, poorly fitted or top-dose-only effect, or another doubt; inactive = no such curve, though single readings can be large; an effect the other way counts as inactive or inconclusive.
entry	SMILES	FUS suppressor	EPAC1 agonist	IL-2 act	PLK1 PBD block	EPAC1 antag	Abeta rescue	PI5P4K alpha inh	WRN inhibitor
1	CCC1=C(OC(=O)N(CC)CC)N2C(=O)OC(=NCc3ccccc3)[C@]2(C)[C@H]2C1=CC[C@H]1C(=O)N(CC(=O)OC)C(=O)[C@H]12	u	-6%	-0.6	-14%	-15%	7%	6	0%
2	O=C(NCc1ccccc1)c1cnc(Cl)c(Cl)c1	-4%	10%	1.0	0%	13%	-6%	-3	1%
3	CCOc1ccc(C(=O)Nc2nnc(SCC(=O)NCC3CCCO3)s2)cc1 (stereo not given)	17%	16%	-3.9	-13%	11%	8%	-1	2%
4	CCCCN(CC)C(=O)Cn1cnc2sc(C)c(S(=O)(=O)N3CCC(C)CC3)c2c1=O	1%	-8%	1.6	2%	-1%	-8%	-5	4%
5	CCOc1ccc(CN2CCN(Cc3cccn3-c3ncccn3)CC2CCO)cc1 (stereo not given)	19%	-5%	-1.3	-16%	-25%	-11%	3	10%
6	CCOC(=O)c1cnc(Nc2nc3ccccc3o2)nc1CSC(=S)N1CCCCC1	-4%	-2%	-1.8	5%	8%	13%	2	-14%
7	COc1cc(C(=O)NCc2nnc(SCC(=O)Nc3c(C)cc(C)cc3C)o2)cc(OC)c1OC	13%	14%	-2.0	-9%	6%	10%	-1	-1%
8	CC(=O)c1cnc(N(C)C)s1	13%	1%	1.1	-10%	1%	3%	1	9%
9	COc1cccc(N2CCN(CC(=O)Nc3ccc(SC(F)F)cc3)CC2)c1	x	3%	0.1	-11%	-2%	23%	1	-9%
10	CCNC(=O)/C(=C\c1ccc2c(c1)OCO2)NC(=O)c1ccc(Br)cc1	14%	2%	-0.4	-4%	-1%	-13%	x	9%
11	CCCn1c(N2CCN(C(=O)Nc3ccc(Cl)cc3)CC2)nc2ccccc21	1%	1%	-4.2	-8%	-7%	-2%	6	4%
12	Cc1onc(-c2c(F)cccc2Cl)c1C(=O)OCC(=O)NCc1ccccc1	x	2%	-1.6	6%	-6%	5%	-7	-4%
13	Cc1ccc(S(=O)(=O)NN2C(=O)c3ccccc3NC2c2ccccc2O)cc1 (stereo not given)	-15%	8%	0.0	-10%	2%	-10%	1	0%
14	CC(C)n1cc(C(=O)N2CCCC(N3CCN(c4cccc(Cl)c4)CC3)C2)cn1 (stereo not given)	x	1%	-3.0	1%	11%	0%	4	-20%
15	N#C/C(=N\Nc1cccc(Cl)c1)C(=O)c1ccccc1	31%	-9%	-1.0	u	-16%	-9%	15	-20%
16	COc1ccc(N2C(=O)C(Cl)=C(NCc3ccccc3)C2=O)cc1	3%	3%	-2.0	-15%	-7%	-7%	9	-9%
17	CC(C)NC(=O)CN1C(=O)c2ccccc2S1(=O)=O	15%	14%	1.0	-5%	-25%	-2%	1	6%
18	O=C(CNC(=O)C1COc2ccccc2O1)Nc1ccc(F)c(F)c1 (stereo not given)	13%	-7%	-0.3	4%	0%	3%	1	1%
19	Cc1cc(-c2ccccc2)c2ccc(NC(=O)C(C)(C)C)nc2n1	-17%	-8%	-4.2	4%	-3%	1%	3	3%
20	Cc1c(C)n(CCN(C)C)c2ncnc(NCc3ccccc3)c12	7%	7%	-1.6	0%	-5%	-6%	4	-7%
21	c1csc(CNc2ncnc3ccc(-c4ccc5c(c4)OCO5)cc23)c1	-9%&-2%&8%	6%	-3.4	x	-7%	-5%	x	x
22	CCCN(CC1CCCO1)C(=O)c1cc(COc2cccc(OC)c2)on1 (stereo not given)	10%	-11%	-3.7	2%	3%	26%	2	-12%
23	Cc1nc(N2CCN(S(=O)(=O)c3ccc(Br)cc3)CC2)c2c(C)c(C)sc2n1	6%	0%	-2.5	-4%	-24%	-1%	4	-8%[57.1 µM]
24	COc1ccc(-c2cc(C(F)(F)F)nc(S(C)(=O)=O)n2)cc1	-18%&-4%	-4%	-2.4	u	u	-45%&-29%[inhibitor]	0	-25%
25	Cc1cc2c(cc1S(=O)(=O)N1CCN(c3ccccc3)CC1)OCCN2C	10%	3%	-2.5	-4%	3%	-9%	-1	-6%
26	CN1CCN(c2nc3ccccc3nc2NS(=O)(=O)c2ccc(Br)cc2)CC1	-2%	-11%	-0.1	-18%	6%	4%	5	-20%
27	C[C@H](NC(=O)c1nc[nH]c1C(=O)OCc1ccccc1)c1ccccc1	-9%	-9%	1.5	-8%	-12%	4%	3	-4%
28	Cc1noc(/C=C/N(C)C)c1S(=O)(=O)N1CCCC(C(=O)NCCC2=CCCCC2)C1 (stereo not given)	u	8%	-2.9	-5%&4%	0%	-1%	5	-3%
29	CN(C)CCCN(CCCNC(=O)/C=N/O)Cc1ccccc1	x	5%	-0.3	u	5%	20%	0	-5%
30	CCC(=O)N1N=C(c2cccs2)CC1c1ccc(OC)cc1 (stereo not given)	21%	6%	0.7	-3%	-5%	3%	3	-3%

entry	SMILES	FUS suppressor	EPAC1 agonist	IL-2 act	PLK1 PBD block	EPAC1 antag	Abeta rescue	PI5P4K alpha inh	WRN inhibitor
31	NS(=O)(=O)c1ccc(CCNC(=O)CCCOc2ccccc2)cc1	7%	7%	-0.5	-14%	-8%	-4%	3	4%
32	COc1ccc(C(=O)NC2(C(F)(F)F)NC(=O)N(CCCc3ccccc3)C2=O)cc1OC (stereo not given)	40%	-6%	-4.7	27µM*	-12%	-1%	1	-3%
33	O=C(CNCc1ccco1)Nc1ccc(N2CCCCCC2)cc1	-5%	1%	-2.8	-7%	3%	2%	-4	-4%
34	COc1ccccc1C(=O)Nc1ccnn1C1CCN(CC2CC=CCC2)CC1 (stereo not given)	1%	14%	0.1	6%	-20%	u	6	-6%
35	C[C@@H](NC(=O)c1nc[nH]c1C(=O)OCc1ccccc1)c1ccccc1	7%	-13%	-0.7	1%	8%	-5%	8	9%
36	Cc1cccc(C)c1NC(=S)N(CCc1ccncc1)C(C)C	-2%	10%	1.5	-3%	10%	-8%	0	-4%
37	COC(=O)[C@H](Cc1ccccc1)NC(=O)NCC1CCCO1 (stereo not given in full)	2%	0%	1.0	-4%	2%	11%	x	-3%
38	C=C(C)CN1C(=O)c2ccccc2C1=O	-6%	8%	-1.0	1%	-1%	12%	x	-9%
39	O=C(NCCOC(=O)c1c(F)cccc1Cl)c1c(F)cccc1Cl	11%	10%	1.6	-14%	-3%	-2%	-7	5%
40	Nc1ncnc(Nc2cc(C(F)(F)F)cc(C(F)(F)F)c2)n1	-30%	-6%	5.0	5%	8%	-3%	1	8%
41	CCOc1ccc2nc(NC(NC(C)=O)(C(=O)OC)C(F)(F)F)sc2c1 (stereo not given)	26%	5%	3.9	-9%	11%	0%	x	-2%
42	O=C(N/N=C/c1ccco1)c1cc(-c2ccc(Br)s2)[nH]n1	28%	0%	0.1	-4%	-1%	5%	-21	-13%
43	Cc1cc2c(c(=O)n1Cc1ccccn1)C(C(C)C)C(C#N)=C(N)O2 (stereo not given)	13%	0%	1.6	u	0%	3%	7	1%
44	COc1ccc(NC(=O)OC(CN2CCCCC2)C(F)(F)F)cc1 (stereo not given)	-49%	-2%	-2.2	-2%	-10%	6%[9.22 µM]	0	-24%
45	Cc1cc(NC(=S)N(CCCN2CCOCC2)Cc2ccco2)ccc1Cl	15%	-2%	-3.6	-21%	-21%	5%	4	2%
46	COc1ccc(S(=O)(=O)N/N=C(/C)c2ccncc2)c(OC)c1	-4%	1%	0.2	u	3%	6%	-1	3%
47	COC(=O)CCCC1=CC2=CC(=O)C(C)(OC(=O)c3cccs3)C(=O)C2=CN1CCc1ccccn1 (stereo not given)	7%	-2%	0.1	-15%	-2%	1%	-22	-5%
48	CCN(C(=O)CSc1nnc(Nc2ccccc2C)s1)C1CCS(=O)(=O)C1 (stereo not given)	-10%	5%	0.7	-8%	-5%	2%	7	1%
49	C/C(=N\NC(=O)c1ccncc1)c1ccc(N(C)C)cc1	10%	2%	1.8	27µM*	-19%	-7%	-30	-7%
50	CCOC(=O)c1sc(NC(=O)c2ccc3nc[nH]c3c2)nc1C	11%	-7%	2.0	-5%	u	-14%	-20	u
51	O=C(CCNS(=O)(=O)c1ccccc1)OCc1nc2ccsc2c(=O)[nH]1	-3%	5%	-1.1	-7%	-15%	-7%	1	-19%
52	CCCOC1CCCN(Cc2nc(-c3ccc(C(=O)OC)cc3)no2)C1 (stereo not given)	-2%	1%	-1.7	-20%	9%	18%	0	0%
53	CCOc1ccccc1C1C2=C(COC2=O)Nc2cc3c(cc21)OCO3 (stereo not given)	1%	1%	-4.3	-10%	-7%	-5%	-2	-7%
54	O=C(CCC1CCCCC1)Nc1nccs1	-19%	-12%	0.0	-7%	-29%	u	0	-10%
55	CCn1cc(C(=O)NCC(=O)NCCCN2CCOCC2)c(=O)c2cc3c(cc21)OCO3	7%	-4%	-1.5	4%	2%	-1%	-3	5%
56	Cc1cc(C(F)F)n2ncc(C(=O)NCCc3ccc(Cl)cc3)c2n1	28%	0%	-0.1	-2%	-7%	-24%	-8	-6%
57	COc1cc(C=C(c2nc3ccccc3s2)c2nc3ccccc3s2)ccc1O	32%	9%	-2.3	-5%	-11%	-5%	9	-15%
58	O=C1c2cccnc2C(Nc2ccc(F)c(Cl)c2)N1Cc1cccs1 (stereo not given)	2%	12%	1.0	-14%	-21%	5%	1	-5%
59	CCOC(=O)C1C(C(=O)NN)C1C(=O)Nc1ccccc1 (stereo not given)	17%	-9%	-0.6	-1%	-17%	-16%	7	-1%
60	Cc1ccc(NC(=S)N(Cc2cccc(Br)c2)CC2CCC(C(=O)O)CC2)cc1Cl (stereo not given)	34%	-3%	1.0	-13%	u	-13%	18	-6%
